# Pf Dd2 inh: Plasmodium falciparum Dd2 growth inhibition | AID 1347417 | P. falciparum Dd2 growth, SYBR Green, 72 h | 120,000 compounds, 4.3% hits | Potency, µM (titrated, usually from 28.9 µM), without a hit: top-dose activity, negative = inhibition, most hits filed as inhibitors; active = well fitted inhibition curve with a large enough effect; inconclusive = small, poorly fitted or top-dose-only effect; inactive = no such curve, though single readings can be large or run the other way;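 also: plate controls were DMSO vehicle for no effect and reference drug for full effect; nearly all actives have a fitted effect of over 65% in size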
#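 Readout: SYBR Green fluorescence, 485 nm excitation, 535 nm emission, after ~16 h lysis at 37C. Before that, Dd2-infected red cells (2.5% hematocrit) grew 72 h with compound, 29 uM top final concentration.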
# * marks the source's active call; other numbers are inactive results; i = inactive; ? = inconclusive; [ ] = remark or other dose. Potency is read from the fitted curve at half-maximal effect.
# The first four entries, ahead of the listing:
SMILES,Pf Dd2 inh
CCc1ccc(OCC(=O)Nc2ncn[nH]2)c(Br)c1,i
Cc1ccc(S(=O)(=O)NC[C@H]2OC[C@@H](NCC3CC3)[C@@H]2O)cc1,i
O=C(CCC[C@@H]1[C@H]2CCCN3CCC[C@@H](CN1C(=O)c1cccnc1)[C@@H]23)NCCCN1CCCC1,i
CN(C)c1ccc(C(=O)NC2CCCN(c3cc(-c4ccccc4)[nH]n3)C2)cc1 (stereo not drawn),?

# The list itself, previewed entries included:
SMILES,Pf Dd2 inh
CCc1ccc(OCC(=O)Nc2ncn[nH]2)c(Br)c1,i
Cc1ccc(S(=O)(=O)NC[C@H]2OC[C@@H](NCC3CC3)[C@@H]2O)cc1,i
O=C(CCC[C@@H]1[C@H]2CCCN3CCC[C@@H](CN1C(=O)c1cccnc1)[C@@H]23)NCCCN1CCCC1,i
CN(C)c1ccc(C(=O)NC2CCCN(c3cc(-c4ccccc4)[nH]n3)C2)cc1 (stereo not drawn),?
O=C(NCc1nnc2ccc(-c3ccc(Cl)cc3)nn12)C1(c2ccccc2)CC1,-21%
CC#CCn1cc2c3c(cccc31)[C@H](CC(C)C)N[C@H](C(=O)OC)C2,i
CN1CCc2nc(N(C)C)[nH]c(=O)c2CC1,2%[5.79 µM]
CC(C)CNC(=O)c1ccnc(-c2nnc3ccc(Nc4ccccc4)nn23)c1,?
CCOc1ccc(-c2noc(-c3nc(C)no3)n2)cc1,-6%
CN(C(=O)Cn1c(=O)oc2ccccc21)C1CCc2nn(C)c(=O)n2CC1 (stereo not drawn),20%
CCOc1ccc(CCNC(=O)c2c(C)oc3ncnc(N4CCOCC4)c23)cc1,-9%
COc1ccc(-c2ccc3c(c2)C(=O)N2CCN(C(=O)C4CCNCC4)C[C@@H]2C(=O)N3)c(OC)c1,-16%
CCCNC(=O)NC[C@H]1O[C@@H]2C[C@@H](CC(=O)NCCOC)O[C@@H]2[C@@H]1O,23%[44.1 µM]
Cc1ccc(NC(=O)Cn2c(N3CCN(c4ccccc4)CC3)nc(C)cc2=O)c(C)c1,-8%
COc1ccc(OCCn2c(C)nc3cc(C)c(C)cc32)cc1,?
CN1C(=O)c2cccn2CC1CNC(=O)c1cn[nH]c1-c1ccccc1 (stereo not drawn),6%
O=C(Nc1cccc(Cl)c1)c1cnc2sc(N3CCCC3)nn2c1=O,-12%
COc1ccc(CC(=O)N(C)Cc2cccc(C(F)(F)F)c2)cc1,20%[44.1 µM]
CCC1(N2CCN(C(=O)Cc3ccc(Cl)cc3)CC2)CCN(S(C)(=O)=O)C1 (stereo not drawn),i
CN(C)c1ccc(C(=O)N2CCCC(n3cc(-c4nc(C5CC5)no4)nn3)C2)cc1 (stereo not drawn),?
O=C(C1CCCC1)N1CCC2(CN[S+](=O)([O-])c3ccccc3N2)C1 (stereo not drawn),8%
CCC1=Nc2cc(C(=O)NCCN(CC)CC)ccc2Sc2ccccc21,?
Cc1ccc(-c2nc(Cn3c(SCc4ccc(F)cc4)nc4cccnc43)c(C)o2)cc1,-14%
CCN(C(=O)CSc1nc2ccccc2n1Cc1cc(C)ccc1C)c1ccccc1,?

# Sorted by heavy-atom count (smallest number first): 4 of the compounds above
SMILES,Pf Dd2 inh
CCc1ccc(OCC(=O)Nc2ncn[nH]2)c(Br)c1,i
COc1ccc(OCCn2c(C)nc3cc(C)c(C)cc32)cc1,?
O=C(Nc1cccc(Cl)c1)c1cnc2sc(N3CCCC3)nn2c1=O,-12%
CCN(C(=O)CSc1nc2ccccc2n1Cc1cc(C)ccc1C)c1ccccc1,?

# Later entries
SMILES,Pf Dd2 inh
Cc1ccccc1CC(=O)NC1CCN(c2cc(-c3ccccc3)[nH]n2)C1 (stereo not drawn),-14%
CCc1ccc(-n2nc3cc(C)c(NC(=O)c4ccccc4C)cc3n2)cc1,-27%
O=C(Cn1ccn2nc3c(c2c1=O)CCCCC3)Nc1ccccc1,i
CN1CCC(N2CC[C@H](c3nc4ccc(C#N)cc4[nH]3)C2)CC1,22%[44.1 µM]
COc1ccc(NC(=O)c2ccc3c(c2)CCN3S(=O)(=O)c2ccc(C)cc2)cc1Cl,8.9µM*
COc1cccc(CNS(=O)(=O)c2ccc3[nH]c4c(c3c2)CCCCC4)c1,-16%
CN(CCNC(=O)c1cccnc1N1CC2CC(C1)[C@H]1CCCC(=O)N1C2)C1CCCCC1 (stereo partly drawn),?
COCCc1noc(-c2nc(-c3ccc4c(c3)OCO4)no2)n1,i
COc1ccc(-c2nc3ccccc3n2Cc2ccccc2)cc1,23%
COc1ccc(OCc2nc3c(n2Cc2ccccc2)C(=O)N(CC2CC2)CCN3)cc1OC,-12%
CC(C)c1nc2c(c(-c3ccc(O)cc3)n1)CCN(Cc1ccsc1)CC2,?
CCc1cccc(OCC(=O)c2ccc3c(c2)N(CCCC(=O)N2CCOCC2)C(=O)CO3)c1,-18%

# Two compounds drawn at random from those above:
SMILES,Pf Dd2 inh
Cc1ccccc1CC(=O)NC1CCN(c2cc(-c3ccccc3)[nH]n2)C1 (stereo not drawn),-14%
CCc1cccc(OCC(=O)c2ccc3c(c2)N(CCCC(=O)N2CCOCC2)C(=O)CO3)c1,-18%

# (continued)
SMILES,Pf Dd2 inh
CN1[C@@H](CCC(=O)N2CCCC2)CNC(=O)[C@@H]2[C@H]1CCN2Cc1ccc(C(F)(F)F)cc1,-9%
CCN(CC)CCNC(=O)c1cc2c(=O)n(C)c3cc(Cl)ccc3c2s1,?
COc1ncccc1-c1nccc2c(=O)cc(N(C)C3CCOCC3)oc12,-15%[44.1 µM]
CN1C[C@H](NC2CCC2)CCC[C@@H](C(=O)NC2CCOCC2)CC1=O,-3%[44.1 µM]
CC1CCCN(C(=O)Cn2ccn3nc(-c4ccc(F)cc4)c(CO)c3c2=O)C1 (stereo not drawn),i
COc1ccc(C(=O)Nc2ccccc2-c2nc3ccccc3s2)cc1OC,28%
Cc1cc(NC(=O)c2ccco2)cc(-c2nc3ccccc3o2)c1O,24%
COCC1CN(S(=O)(=O)c2ccc(F)c(Cl)c2)CC12CCNCC2 (stereo not drawn),?
Cc1nc2nc(NC(=O)c3ccc(F)cc3)[nH]n2c(=O)c1Cc1ccccc1,6%
O=C(c1ccsc1)N1[C@H]2CC[C@@H]1c1cnc(-c3ccc(F)cc3)nc1C2,-30%
CC(C)C[C@@H](NC(=O)[C@@]1(O)C[C@@H](O)[C@H](O)[C@@H](NC(=O)c2cccnc2)C1)C(N)=O,?
CCc1nc(C)c(C(=O)Nc2nn(C)c3cccc(N4CCOC4=O)c23)o1,0%
CC(C)(C)c1ccc(C(=O)Nc2ccccc2C(=O)OCc2cc(=O)n3ccsc3n2)cc1,17%
COc1cccc(CCNC(=O)c2cnc3sc(N4CCCCCC4)nn3c2=O)c1,-4%
COc1ccc(Cl)cc1NC(=O)Cn1ccn(-c2cc(C)cc(C)c2)c(=O)c1=O,9%
CN1CCN2C[C@@H](NC(=O)c3ccc(C#CC(C)(C)O)o3)C[C@H]2C1,-5%
COc1ccccc1C(=O)N1CCN(c2cc(C(F)(F)F)ncn2)CC1,204%[activator]
COc1ccc(OC)c(S(=O)(=O)N2CCC(c3ncc(C)n3C(C)C)C2)c1 (stereo not drawn),?
CC1CCC2(CC1)N=C(c1ccccc1)C(=O)N2CC(=O)Nc1ccc(F)c(Cl)c1 (stereo not drawn),?
c1ccc(-c2n[nH]c(C3CCCCN3)n2)cc1 (stereo not drawn),-13%
O=C(Cn1cc(S(=O)(=O)Cc2cccc(Cl)c2)c2ccccc21)Nc1ccccc1C(F)(F)F,-20%
O=C1CC(c2ccccc2)N(C(=O)CNC(=O)c2[nH]nc3c2COc2ccccc2-3)CCCCCN1 (stereo not drawn),2.5µM*
CCOc1ccc(-n2ccnc2SCC(=O)Nc2ccc3c(c2)OCO3)cc1,65%[activator]
CCCCNC(=O)c1ccc2c(c1)n(Cc1cccc(OC)c1)c(=O)c1ccnn12,?
COc1ccc2ccc(OCc3nc(C(=O)N4CCC(=O)NCC4C)co3)cc2c1 (stereo not drawn),-1%
Cc1ccc(NC(=O)C2CCN(S(=O)(=O)c3ccc4[nH]c5c(c4c3)CCCCC5)CC2)cc1,11µM*
CN(C)c1ccc(CN2CCC(c3nc4ncccc4[nH]3)C2)cc1 (stereo not drawn),-7%
O=C(CC[C@@H]1CNC(=O)[C@@H]2C[C@H](NC(=O)c3cccc(F)c3)CN12)NCc1ccc(F)cc1,-12%
COc1cccc(NC(=O)/C(C#N)=C\c2cn(Cc3ccc(C)cc3)c3ccccc23)c1,?
O=C(NCCc1ccncc1)C1CN(C(=O)Cc2ccc(F)cc2)CC12CCOCC2 (stereo not drawn),-14%
CC(C)N1CCCC2(CCN(S(=O)(=O)c3ccc(F)cc3F)C2)C1=O (stereo not drawn),-10%
O=C(c1ccc2c(c1)OCO2)N1CCC2(CN[S+](=O)([O-])c3ccccc3N2)C1 (stereo not drawn),9%
O=C(O)C1c2ccccc2C(=O)N(Cc2ccccc2)C12CCCC2 (stereo not drawn),3%
Cc1noc2c(NC3CCC(O)CC3)cc(-c3cccs3)nc12 (stereo not drawn),-20%[44.1 µM]
Cc1cn(CCn2ccnc2-c2cccc(C(C)N(C)C)c2)nn1 (stereo not drawn),-1%
COC1CCCN(c2ccc(C(=O)N3CCC(N4CCOCC4)CC3)cn2)C1 (stereo not drawn),2%
O=C(NC1CCCCC1)C1CN(S(=O)(=O)c2ccc(F)cc2F)CC12CCOCC2 (stereo not drawn),i
COc1ccc(C2Cn3nnc(C(=O)N4CCN(C(=O)Cc5ccc(F)cc5)CC4)c3CO2)cc1 (stereo not drawn),?
Cc1cc(C)cc(NC(=O)[C@H]2CCC[C@H]2NC(=O)c2cnc(C)cn2)c1,i
CCCc1nn2c(=O)cc(COC(=O)CNC(=O)COc3ccc(C)cc3)nc2s1,46%[activator]
CCO[C@H]1CN(Cc2ccccc2OCCn2ccnc2)C[C@@H]1O,?
Cn1cc(-c2cc3n(n2)CCC(=O)N3CCCC(=O)NCc2ccccc2Cl)c2ccccc21,-15%
CCn1ncc(N2CCCC(CC(=O)NCc3ccccn3)C2)cc1=O (stereo not drawn),2%
COc1cc(CN(C(=O)c2ccc(OC(C)C)cc2)c2ccccn2)cc(OC)c1OC,41%[activator]
COc1ccc(-c2ccnc(N[C@H]3CO[C@H]4[C@@H]3OC[C@@H]4NC(=O)CC3(CC(=O)O)CCCC3)n2)cc1,-4%
Cc1noc(-c2ccc(OC(F)(F)F)cc2)c1C(=O)NCc1ccsc1,?
O=C(c1cc(-c2ccc(Br)cc2)n[nH]1)N1CCN(S(=O)(=O)c2ccc(Br)cc2)CC1,8.9µM*
Cc1ccc(CNC(=O)c2cccc(NC(=O)N3CCSc4ncccc43)c2)cc1,i
CSCCNC(=O)C1CCCN1c1nc2ncccc2o1 (stereo not drawn),-4%[44.1 µM]
CCOC(=O)CCc1c(C)nc2c(c(C)nn2-c2ccc(C)cc2)c1C,15%
COCCNC(=O)c1ccc(CC2CCN(C(=O)CCc3ccc(OC)cc3)CC2)cc1,?
CSc1ccc(CNCc2c(C(=O)O)c(C)n(Cc3ccc(F)cc3Cl)c2C)cc1,?
CC(C)N1CC[C@@H]2[C@H]1C(=O)NC[C@H](CCC(=O)Nc1ccccc1)N2C,0%[44.1 µM]
COc1ccccc1CCC(=O)N1CC(c2nnc(-c3ccncc3)o2)C2(CCOCC2)C1 (stereo not drawn),-23%
C[C@H]1[C@@H]2[C@@H](O)C([C@H](C)C(=O)NC3CCCC3)CC[C@@]2(C)CC[C@@H]1NC(=O)c1ccncc1 (stereo partly drawn),?
O[C@@H]1C[C@@H](c2nc(-c3ccc(F)cc3)no2)N(Cc2cc3ccccc3o2)C1,15%[44.1 µM]
COc1ccc(CN2CCc3oc(C)c(C(=O)NC(C)Cn4ccc(C)n4)c3C2)cc1 (stereo not drawn),?
CCOc1ccc(CCNC(=O)CN2CCN(Cc3ccc(F)cc3Cl)C2=O)cc1OCC,-23%
COc1ccc(CN2CCOc3nc(-c4cc(F)cc(F)c4)ncc3C2=O)cc1,i
Cc1ccc(C(=O)N2CCn3c4c(c5cc(C)ccc53)CCCC42)cc1 (stereo not drawn),-15%

# The results go on:
SMILES,Pf Dd2 inh
COc1ccc(C(=O)N[C@@H]2CCC[C@@H]2C(=O)NCc2cccc(C)c2)cn1,-12%
CSc1ccc(NC(=O)N2CCC(N(CCC(C)C)C3CCOCC3)CC2)cc1,i
CC1(c2ccccc2)CC(C)(C)N(C(=O)c2cccc(Cl)c2)c2ccccc21 (stereo not drawn),?
CCN(CC)Cc1ccc2c(c1)CNCCO2,-24%
O=C(Nc1ccccc1)N1CCc2nnc(C3CC3)n2CC1,-7%
O=C(Nc1cccc(Cl)c1Cl)c1ccc2c(c1)N(Cc1cccc(Cl)c1)C(=O)c1ccccc1S2=O (stereo not drawn),66%[activator][0.594 µM]
O=C1CCSC2(C(=O)N(Cc3ccccc3)c3ccccc32)N1c1ccccc1 (stereo not drawn),-12%
O=C1NC(C(=O)N2CCOCC2)CN1Cc1ccccc1 (stereo not drawn),i
CCCN(CC1CCOC1)C(=O)NC1CCCCC1 (stereo not drawn),i[5.79 µM]
O=C1COc2ccc(-c3cc(F)cc(F)c3)nc2CN1Cc1ccccc1,i
Cc1cnn(CCC(=O)NC2CCN(c3ccc(=O)n(C)n3)CC2)c1,-17%
Cc1cccc(C(=O)N2CCCCCCNC(=O)[C@@H]3C[C@@H](C(=O)N4CCc5ccccc5C4)C[C@@H]32)c1,?
O=C(O)c1ccc(NC(=O)c2cc3ccccc3o2)cc1,13%

# Assay outcomes as filed in PubChem BioAssay.

# Some of the compounds tested. The share of hits here may be higher or lower than overall.
